High-throughput results as filed in PubChem BioAssay.
PME-1 inh = PME-1 inhibitors via competitive probe labeling, primary screen, biochemical, fluorescence polarization, FP-Rh probe, HTS; inhibition, % at 5.9 µM; Protein phosphatase methylesterase 1 (Homo sapiens), Q9Y570; actives 0.53% (n = 320,000); recombinant PME-1;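 active = inhibition above the campaign mean of all compounds plus 3 SD, cut at about 26% in these data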;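 also: competitive labeling of PME-1 active site by serine hydrolase directed probe; 0% = PME-1 with DMSO and 100% = wells lacking PME-1 enzyme; inhibitors block probe labeling so polarization falls and inhibition rises; many of its hits are not listed in these tables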
Target sequence (Q9Y570 whole entry, looked up): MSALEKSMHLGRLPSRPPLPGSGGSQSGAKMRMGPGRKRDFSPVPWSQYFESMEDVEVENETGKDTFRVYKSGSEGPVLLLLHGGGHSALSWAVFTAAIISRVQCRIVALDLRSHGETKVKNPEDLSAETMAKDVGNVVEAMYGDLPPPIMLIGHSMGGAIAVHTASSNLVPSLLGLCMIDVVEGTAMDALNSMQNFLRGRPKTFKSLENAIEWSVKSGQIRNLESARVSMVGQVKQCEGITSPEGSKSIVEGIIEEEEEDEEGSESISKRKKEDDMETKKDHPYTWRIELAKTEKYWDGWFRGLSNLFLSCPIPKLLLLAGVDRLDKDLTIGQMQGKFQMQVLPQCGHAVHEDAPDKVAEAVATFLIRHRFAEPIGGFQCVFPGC
MCL1-BIM inh = inhibitors of MCL1 binding to BIM-BH3, primary screen, biochemical, fluorescence polarization. Induced myeloid leukemia cell differentiation protein Mcl-1 (Homo sapiens), Q07820. GST-MCL1 / FITC-Bim-BH3 fluorescence polarization. inhibition, % at 10.9 µM. actives 0.68% (n = 320,000);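 active = inhibition above the mean inhibition of all tested compounds plus 3 SD, set per campaign, cut at about 40% in these data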;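 also: 0% = DMSO wells and 100% = unlabeled Bim-BH3 peptide control; higher means more loss of mP so more displacement of Bim peptide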
GRK2 aptamer HTS = compounds blocking aptamer binding on GRK2 – biochemical, human GRK2, bead flow cytometry, HTS, primary screen | AID 488847, 2010 | Beta-adrenergic receptor kinase 1 (Homo sapiens), P25098 | FAM-aptamer displacement from GRK2 | actives 0.59% (n = 330,000) | inhibition of aptamer binding, % at 10 µM;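 active = inhibition of aptamer binding above 40%, roughly 3 SD of noise, on plates passing a quality check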;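 also: median bead fluorescence of bound FAM aptamer so fluorescent compounds give negative values; no value below 0 was filed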
Bcl-xL primary = inhibitors of human Bcl-xL, primary screen, biochemical, fluorescence polarization, HTS. GST-Bcl-xL / FITC-Bim BH3 peptide fluorescence polarization. inhibition, % at 10.9 µM. actives 0.7% (n = 320,000). AID 2129, 2009;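 active = inhibition above the mean of all tested compounds plus 3 SD, cutoff set per campaign, cut at about 30% in these data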;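 also: 0% = DMSO wells and 100% = unlabeled Bim-BH3 peptide competitor; inhibitors lower millipolarization by displacing the labeled peptide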
Target sequence (Q07817 whole entry, looked up): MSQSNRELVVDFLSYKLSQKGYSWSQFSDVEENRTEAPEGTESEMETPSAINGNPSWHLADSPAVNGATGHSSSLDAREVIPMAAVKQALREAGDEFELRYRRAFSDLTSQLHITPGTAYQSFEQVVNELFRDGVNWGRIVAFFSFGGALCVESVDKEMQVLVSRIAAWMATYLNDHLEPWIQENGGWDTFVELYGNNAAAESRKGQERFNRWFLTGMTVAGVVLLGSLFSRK
VLA-4 inh = inhibition in human VLA-4 binding assay, primary screen, VLA-4 allosteric modulator project, MLPCN library, flow cytometry, VLA-4 expressing cells; Integrin alpha-4 (Homo sapiens), P13612; ligand binding flow cytometry; inhibition, % (about 7 µM as worked out from the volumes in the protocol); actives 0.2% (n = 330,000); AID 2557, 2010; in the data active = inhibition above about 50%
Fam108B counter = mouse Fam108B serine hydrolase inhibitors, primary screen, counter-screen for RBBP9 inhibitor project, biochemical, fluorescence polarization | recombinant Fam108B, FP-Rh probe fluorescence polarization | inhibition, % at 9.51 µM | actives 0.33% (n = 300,000);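 active = inhibition above the screen mean inhibition plus 3 SD, computed separately per campaign, cut at about 18% in these data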;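 also: inhibitors lower polarization as less probe binds the enzyme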
GLD-1 TGE inh = GLD-1/TGE RNA complex disruptors, primary screen, biochemical, fluorescence polarization; Female germline-specific tumor suppressor gld-1 (Caenorhabditis elegans), Q17339; purified GLD-1 + fluorescein TGE RNA; inhibition, % at 5.96 µM; actives 0.44% (n = 320,000); AID 2280, 2010;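 active = percent inhibition above a per-plate cutoff, the plate mean of test compounds plus 3 SD, cut at about 30% in these data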;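 also: 0% = DMSO wells with GLD-1 and probe and 100% = wells lacking GLD-1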
Efflux pump mplx = inhibitors of Candida efflux pumps in yeast, primary screen, S. cerevisiae, Nile Red, multiplex; S. cerevisiae Candida pump triplex; inhibition, % at 10 µM; actives 0.44% (n = 330,000);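 active = plate passing quality check with inhibition over a set limit, or well fluorescence over plate mean plus 4 SD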;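 also: Nile Red retained in pooled yeast measured as flow cytometry median fluorescence; 0% = buffer negative control and 100% = Enniatin B positive control; higher means more Nile Red kept so more efflux inhibition; some compounds called inactive have numbers as strong as hits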
MEX-5 binding = MEX-5 zinc finger RNA-binding disruptors – biochemical, C. elegans, fluorescence polarization, MLPCN library, primary screen. Zinc finger protein mex-5 (Caenorhabditis elegans), Q9XUB2. MEX-5/FITC-TCR2 RNA binding; stronger effect = lower value. activity score (negative = inhibition of binding), % at 10 µM. actives 0.38% (n = 300,000). AID 1832, 2009;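 active = inhibition past about -25% in most replicates, and total fluorescence under double the plate's negative control median, limit read from the data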;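 also: 0% = DMSO and -100% = 5 µM competing unlabeled TCR2 RNA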
Target sequence (Q9XUB2 whole entry, looked up): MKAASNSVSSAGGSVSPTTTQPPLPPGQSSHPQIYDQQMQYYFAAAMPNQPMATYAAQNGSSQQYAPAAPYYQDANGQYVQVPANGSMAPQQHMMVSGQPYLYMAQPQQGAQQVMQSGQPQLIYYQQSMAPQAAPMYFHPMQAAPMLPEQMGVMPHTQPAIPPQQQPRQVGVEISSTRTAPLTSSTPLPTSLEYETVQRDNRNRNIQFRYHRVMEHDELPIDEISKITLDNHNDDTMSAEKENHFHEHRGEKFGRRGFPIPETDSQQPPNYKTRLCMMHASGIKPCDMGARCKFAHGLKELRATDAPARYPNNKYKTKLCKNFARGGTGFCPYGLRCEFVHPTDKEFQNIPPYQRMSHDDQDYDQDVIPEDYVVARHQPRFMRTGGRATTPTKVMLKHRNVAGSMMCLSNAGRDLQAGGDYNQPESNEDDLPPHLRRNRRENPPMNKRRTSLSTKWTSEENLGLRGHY
An asterisk follows results filed as active; . = no result given. Some of the compounds tested; rates above refer to the full screens.

SMILES	PME-1 inh	MCL1-BIM inh	GRK2 aptamer HTS	Bcl-xL primary	VLA-4 inh	Fam108B counter	GLD-1 TGE inh	Efflux pump mplx	MEX-5 binding
COc1ccc(NC(=O)CSc2nc(SC)ns2)c(OC)c1	-11	2	3	5	-5	2	4	-0.1	-0.3
CCCc1cc(=O)[nH]c(SCc2csc(-c3ccccc3)n2)n1	1	1	0	1	11	5	4	0.1	-1.0
Cc1ccc(Cn2ncc(C)c2N)o1	-1	8	0	4	17	-2	7	0.0	-1.6
COc1ccc(OC)c(C2C(C(=O)c3cc4ccccc4o3)=C(O)C(=O)N2c2cc(C)on2)c1 (stereo not drawn)	-2	-6	0	2	10	3	-1	-0.2	1.7
COc1cc(C(=O)COC(=O)CNC(=O)C2CCCCC2)cc(OC)c1OC	-4	3	0	-4	-1	0	-6	0.0	-0.8
N#CCC(=O)Nc1ccc(C(=O)OCC(=O)C23CC4CC(CC(C4)C2)C3)cc1	18	-11	1	-7	30	-13	-12	0.0	1.8
O=C(/C=C/c1ccc(F)cc1)NNC(=O)CCN1CCN(Cc2ccccc2)CC1	-9	-13	0	-6	7	-2	-8	0.0	1.0
COc1ccc([N+](=O)[O-])cc1C(=O)Nc1ccc(Cc2ccncc2)cc1	-1	1	2	-2	3	-1	2	-0.3	-0.4
CC[C@]12c3[nH]c4ccccc4c3CCN1C(=O)C(CC(=O)NCCCN(C)C)C[C@@H]2C(=O)N1CCN(C(=O)C2CC2)CC1 (stereo partly drawn)	.	.	0	.	-1	.	-1	0.6	.
Oc1ccc(C[C@@H]2CNCCN2CCc2cccc3ccccc23)cc1	-5	-1	0	2	32	2	1	0.0	-2.9
O=C(Nc1ccc(-n2cnnn2)cc1)c1cn2ccccc2n1	-7	-9	0	0	8	-7	0	0.2	0.6
CCOC(=O)CCn1nnc(N)n1	-5	4	0	5	7	-4	7	0.1	-3.2
CCCCCC(O)(c1ccc(OC)cc1)C(CN1CCOCC1)c1ccccc1 (stereo not drawn)	-6	26	3	5	4	-3	4	0.3	-1.1
N/C(Cc1cccs1)=N\OC(=O)COc1ccccc1	1	-4	0	-1	-11	3	-1	0.1	-1.7
CCOc1ccc2nc(SCc3cccc(C)c3)nc(C)c2c1	2	10	0	1	-22	-3	2	-0.2	-1.2
NS(=O)(=O)c1ccc(NC(=O)CCC2CCCCC2)cc1	-3	3	0	1	6	-1	-2	0.2	1.6
O=C(NNC(=O)c1ccc2nonc2c1)Nc1ccc(Cl)cc1	4	-3	1	6	12	-2	1	0.0	-0.8
O=C(NCc1nc2ccccc2[nH]1)C1CCCCC1	-3	-9	1	-1	41	3	-1	0.1	1.5
O=C1CCC([N+](=O)[O-])C(c2ccc(C(F)(F)F)cc2)N1 (stereo not drawn)	-2	5	0	-1	3	-4	5	0.0	0.4
N#C/C(=C\c1ccco1)C(=O)Nc1cccc2ncccc12	6	17	1	7	-8	0	-4	0.0	1.3
O=C(CCc1nc2ccccc2c(=O)[nH]1)Nc1cc(Cl)ccc1N1CCCCC1	-3	9	4	3	-13	.	3	0.0	.
COCCN(Cc1ccccc1)C(=O)C1CCN(C(=O)Nc2ccccc2)CC1	.	.	3	.	33	.	-5	-0.1	.
CCOC(=O)C(NC(=O)CC)(N1CCc2ccccc2C1)C(F)(F)F (stereo not drawn)	-6	1	0	5	20	2	-1	-0.2	4.3
O=C(CCc1c[nH]c2ccccc12)NCc1ccc2c(c1)OCO2	2	-2	1	-1	-3	7	-3	-0.2	-1.6
Nc1cc(C(F)(F)F)ccc1Nc1ccccc1	-3	11	0	6	-12	-3	3	0.2	-1.4
SMILES	PME-1 inh	MCL1-BIM inh	GRK2 aptamer HTS	Bcl-xL primary	VLA-4 inh	Fam108B counter	GLD-1 TGE inh	Efflux pump mplx	MEX-5 binding
CCOC(=O)c1sc(NC(=O)C2CC2)nc1C	2	2	0	1	-11	3	-1	0.0	-0.6
COc1ccc(C(=O)OCC(=O)c2ccc(Cl)s2)c(OC)c1OC	5	-4	0	-2	22	2	1	0.0	2.3
O=C(COC(=O)CSc1ccc(Cl)cc1)Nc1ccccc1	4	-8	5	0	0	.	5	-0.2	.
CC1=[N+](C)N(c2ccccc2)C(=O)C1N=Cc1c(Cl)cccc1Cl (stereo not drawn)	4	-149	0	-74	3	-1	-162	-0.2	0.6
COc1ccccc1C(=O)Nc1c(C)n(C)n(-c2ccccc2)c1=O	3	2	1	-1	4	-2	-4	0.0	2.8
COC(=O)C1=C(N)Oc2cc(C)[nH]c(=O)c2C1c1cccnc1 (stereo not drawn)	-3	4	4	7	-4	0	3	0.1	0.6
O=C(O)CN1C(=O)/C(=C/C=C/c2ccccc2)SC1=S	-5	34	8	14	3	-1	-1	0.5	-1.6
CC(=O)c1ccc(NC(=O)CSc2nnc(C3CC3)n2C2CC2)cc1	.	.	3	.	-1	.	-3	-0.1	.
c1ccc2c(c1)OCCOCCOCCOCCOc1ccccc1OCCOCCOCCO2	1	1	0	5	-12	-2	1	0.0	2.2
CC(C)(C)n1nnnc1C(c1ccc2ncccc2c1)N1CCSCC1 (stereo not drawn)	-11	4	0	-1	-31	-4	2	0.1	1.8
COc1ccc(NC(=O)N2CCN(CCC#N)CC2)cc1	-13	8	0	2	-3	-8	5	0.0	-0.9
O=C(NC(=O)c1ccccc1)C1=C(N2CCCC2)COC1=O	2	8	0	1	-4	.	-5	0.4	.
Cc1cccc(N2C(=S)NC3c4cc(Cl)ccc4OC2(C)C3C(=O)N(C)C)c1 (stereo not drawn)	-1	8	0	11	7	-3	-2	1.0	1.2
Cc1ccc(/C=C2\SC(=S)N(CCC(=O)NCCCN3CCOCC3)C2=O)cc1	-9	4	1	3	-7	1	7	0.5	1.9
O=C(O)C(Oc1ccc2c(-c3ccccc3)cc(=O)oc2c1)c1ccccc1 (stereo not drawn)	8	9	2	16	-2	-3	9	-0.2	-6.0
CCn1c(SCC(=O)Nc2cccc(C)n2)nnc1-c1ccco1	1	3	3	-1	6	2	1	0.3	3.7
CNc1cncc(C(=O)O)c1	-2	-5	3	2	1	-3	7	-0.1	-1.5
Cc1ccc(S(=O)(=O)N2CCC(C(=O)OC(C)C(=O)NCc3ccccc3)CC2)cc1C (stereo not drawn)	3	-9	0	-1	14	4	4	0.1	3.7
CCOCCCNC(=S)N1CCN(Cc2ccc3c(c2)OCO3)CC1	5	-3	0	3	-2	0	0	0.0	0.7
CC(=C/c1ccccc1)/C=N/n1cnnc1	2	4	2	2	15	2	-3	0.1	-0.2
O=C(CN(C(=O)CCC(=O)Nc1nccs1)c1ccc2c(c1)OCO2)NCC1CCCO1 (stereo not drawn)	3	7	1	6	1	2	0	-0.1	-1.1
Cc1ccc(N=C2SC(C(=O)O)CC(=O)N2C)cc1C (stereo not drawn)	-5	-2	0	0	-7	5	-1	-0.3	2.9
COCCCn1c(=S)[nH]c2ccc(N3CCOCC3)cc2c1=O	0	8	3	2	2	-2	2	1.4*	0.9
CN(C)CCNCCCOc1ccccc1-c1ccccc1	-2	13	0	7	9	3	-4	0.0	-0.7
CCN(CC)CCn1c(NCc2ccc(C)o2)nc2ccccc21	-3	0	0	5	-6	-1	-3	0.0	-1.1

Some values from the entries so far:
Under MEX-5 binding, `CCn1c(SCC(=O)Nc2cccc(C)n2)nnc1-c1ccco1` is entered as 3.7
Under MEX-5 binding, `CN(C)CCNCCCOc1ccccc1-c1ccccc1` is entered as -0.7

Next section
SMILES	PME-1 inh	MCL1-BIM inh	GRK2 aptamer HTS	Bcl-xL primary	VLA-4 inh	Fam108B counter	GLD-1 TGE inh	Efflux pump mplx	MEX-5 binding
Cc1cc(-c2ccc(Cl)cc2Cl)c(C#N)c(=O)[nH]1	3	3	0	2	4	-3	-6	0.1	2.0
CCc1ccc2[nH]c(=O)c(C(c3nnnn3Cc3ccc(OC)cc3)N3CCOCC3)cc2c1 (stereo not drawn)	2	12	2	5	4	-2	6	0.0	-3.3
COc1ccc(Cc2nc3ccc(C(=O)NCCSC)cc3o2)cc1	0	13	3	2	0	-2	1	0.0	-0.2
N#CC(C(=O)NC1CC1)c1nc2ccccc2nc1N1CCN(C/C=C/c2ccccc2)CC1 (stereo not drawn)	0	-3	3	2	-52	3	-1	0.0	-18
O=C(O)c1c(C(=O)N2N=C3/C(=C/c4ccccc4)CCCC3C2c2ccccc2)cccc1[N+](=O)[O-] (stereo not drawn)	11	5	3	3	2	3	2	0.1	-2.6
CC(=O)NC(Cc1ccc(C)cc1)C(=O)NC1CCN(C(=O)c2ccc([N+](=O)[O-])cc2)CC1 (stereo not drawn)	-6	17	0	10	-1	4	-4	0.8	1.6
CCOC(=O)c1c[nH]c2c(Cl)ccc(Cl)c2c1=O	5	7	0	6	2	-6	-8	-0.1	4.9
CO/N=C(\c1nonc1N)N1CCN(c2ccc([N+](=O)[O-])cc2Cl)CC1	1	3	3	4	-24	1	8	-0.1	1.5
NS(=O)(=O)c1ccc(NNC(=O)c2ccc(F)cc2F)cc1	1	5	0	7	2	4	5	0.0	-1.2
CCOc1ccc(-c2cc(C(=O)NN=C3CCN(C)CC3)[nH]n2)cc1	-9	8	0	0	0	-1	-5	0.1	1.5
CCCCCCCCCCCCN1[C@@H](CC(=O)OC)c2cc(F)cc(F)c2S1(=O)=O	-4	-4	.	2	.	-3	6	.	-2.5
On1nnc2ccc3ccccc3c21	9	-5	1	5	-6	4	2	-0.1	-0.6
COc1cccc(CC(=O)OC(C)C(=O)NCc2ccc3c(c2)OCO3)c1 (stereo not drawn)	-2	-6	2	-3	2	1	1	0.1	2.0
Clc1ccc(-c2nnc3n2CCCC3)cc1	-7	3	4	0	7	0	7	-0.1	-5.3
CC(C)c1[nH]nc2c1C(c1cccs1)C(C#N)=C(N)O2 (stereo not drawn)	-2	11	0	8	33	1	6	0.0	1.2
O=C(NCc1ccccc1)c1ccc2nc(-c3ccco3)c(-c3ccco3)nc2c1	16	81*	8	46*	-2	19*	15	-0.3	-1.2
CCCCN(C(=O)c1cc2c(s1)CCC2)c1c(N)n(CCCC)c(=O)[nH]c1=O	1	-12	2	-14	-5	0	10	-0.1	1.4
COC(=O)c1cccc(NC(=O)/C(=C\c2ccccc2)NC(=O)c2ccccc2Cl)c1	-2	7	1	1	0	1	6	0.0	0.4
CC1(C)Oc2ccc(C(=O)NN)cc2NC1=O	-11	-8	1	-4	-2	-4	3	-0.1	0.4
COc1ccc(NC(=O)c2ccc(-c3ccc(C)c4ccccc34)o2)cc1	-6	-1	0	-2	14	-6	3	0.0	-2.0
CC1CCN(C(=O)CSc2ccc(-c3ccccc3)nn2)CC1	4	3	0	4	-6	-1	2	0.0	1.7
Nn1c(SCc2ccccc2)nc2c(cnn2-c2ccccc2)c1=O	0	-5	1	0	10	4	3	-0.1	-1.2
